PLK1 PBD inh: blocks phosphopeptide binding to human Plk1 polo box domain; actives 0.13% (n = 97,000); Plk1 PBD phosphopeptide binding, fluorescence polarization; P53350; inhibition, %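 (tested at about 20 µM)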; in the data active = inhibition above about 34%, passing the limit was not always enough
Target sequence (P53350 whole entry, looked up, the tested form may be a part): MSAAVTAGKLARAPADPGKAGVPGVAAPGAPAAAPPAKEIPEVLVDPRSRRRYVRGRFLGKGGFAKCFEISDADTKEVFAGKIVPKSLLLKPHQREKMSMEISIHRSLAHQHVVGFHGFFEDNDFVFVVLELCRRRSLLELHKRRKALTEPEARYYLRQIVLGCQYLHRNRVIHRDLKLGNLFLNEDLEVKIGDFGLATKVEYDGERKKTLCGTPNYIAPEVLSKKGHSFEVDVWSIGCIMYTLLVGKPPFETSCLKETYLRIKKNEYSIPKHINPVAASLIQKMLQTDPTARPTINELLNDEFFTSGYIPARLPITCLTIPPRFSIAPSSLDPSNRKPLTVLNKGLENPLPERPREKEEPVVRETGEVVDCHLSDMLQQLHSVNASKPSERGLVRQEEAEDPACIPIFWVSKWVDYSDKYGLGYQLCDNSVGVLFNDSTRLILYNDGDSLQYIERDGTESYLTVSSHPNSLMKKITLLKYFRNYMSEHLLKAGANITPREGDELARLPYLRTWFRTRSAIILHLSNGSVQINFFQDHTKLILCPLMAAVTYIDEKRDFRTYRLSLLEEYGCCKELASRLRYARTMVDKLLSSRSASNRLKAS
S1P2 blocker: S1P2 (human) receptor antagonism. actives 0.21% (n = 97,000). AID 736. inhibition, % at 5 µM. cell-based S1P2 antagonist assay, inhibition at 5 uM. O95136; in the data active = inhibition above about 45%;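 also: CRE beta-lactamase reporter cells expressing human S1P2 stimulated with S1P; 0% = agonist at EC80 alone and 100% = agonist plus reference antagonist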
Target sequence (O95136 whole entry, looked up): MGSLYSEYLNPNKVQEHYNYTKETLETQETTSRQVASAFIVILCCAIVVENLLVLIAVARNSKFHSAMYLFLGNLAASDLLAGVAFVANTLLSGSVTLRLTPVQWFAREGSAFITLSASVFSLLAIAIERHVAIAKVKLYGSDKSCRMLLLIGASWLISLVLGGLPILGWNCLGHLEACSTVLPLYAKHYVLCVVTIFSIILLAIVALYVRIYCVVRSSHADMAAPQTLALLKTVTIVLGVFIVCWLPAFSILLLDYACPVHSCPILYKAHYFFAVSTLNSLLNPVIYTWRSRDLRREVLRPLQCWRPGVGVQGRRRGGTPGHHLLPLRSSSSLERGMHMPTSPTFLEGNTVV
Rev-RRE block: disrupts HIV-1 Rev binding to RRE RNA; P05866; Rev peptide-RRE RNA binding, FRET; inhibition, % at 8 µM; actives 0.79% (n = 97,000);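 active = inhibition above the screen-wide mean plus 3 SD, cut at about 35% in these data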;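 also: 0% = median DMSO wells and 100% = median Neomycin B control wells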
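Assay system: Labelled RRE RNA duplex and labelled Rev peptide | Times: 5 min preincubation and 15 min binding, 25 °C | Detection: FRET, ex 480 nm, em 540 and 671 nm | Evaluation: % inhibition of FRET ratio versus controls | Benchmarks: DMSO wells as 0% and neomycin B wells as 100% inhibition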
FAK inh: FAK (human) kinase inhibition; Q05397; biochemical FAK kinase activity assay; inhibition, %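 (tested at 7 µM)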; actives 0.84% (n = 97,000); AID 727; in the data active = inhibition above about 19%;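 also: 0% = DMSO and 100% = reference compound high control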
PLAP act: activators of human placental alkaline phosphatase; P05187; purified PLAP enzyme, luminescent substrate read-out; active compounds read high; activation fold at 20 µM; actives 1.2% (n = 96,000); AID 696; in the data active = activation fold above about 2
EphB4 antag: blocks human EphB4 binding to ephrin-B2; P54760; EphB4 LBD / TNYL-RAW-Alexa532 peptide, fluorescence polarization; inhibition, % at 7 µM; actives 0.15% (n = 97,000); AID 720;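 active = inhibition above the screen-wide mean inhibition plus 3 SD, cut at about 15% in these data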;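 also: 0% = DMSO wells and 100% = excess unlabeled TNYL-RAW peptide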
MT1-MMP txn act: MT1-MMP promoter transcription activation; HT1080 MT1-MMP promoter luciferase reporter, luminescence, overnight; active compounds read high; actives 0.16% (n = 86,000); activation factor at 10 µM;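 active = activation factor of at least 2 for MT1-MMP transcription at 10 µM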
S1P2 ag: S1P2 (human) receptor agonism. activation, % at 4.5 µM. S1P2-expressing cell line, agonist reporter read-out. actives 0.46% (n = 97,000); in the data active = activation above about 16%;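 also: 0% = vehicle low control and 100% = maximal reference agonist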
PLK1 inh: inhibitors of human PLK1 kinase | P53350 | AID 619 | actives 0.53% (n = 97,000) | inhibition, % at 10 µM | recombinant PLK1 kinase, TR-FRET peptide phosphorylation;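 active = inhibition of 50% or more in the single-concentration screen; inactive = inhibition below 50%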;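 also: 0% = DMSO max control and 100% = H-89 dihydrochloride min control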
Starred values were filed as active, the others as inactive; nt = not tested or not shown. This is a random part of the collection (roughly 3.9% active in at least one column).

PLK1 PBD inh,S1P2 blocker,Rev-RRE block,FAK inh,PLAP act,EphB4 antag,MT1-MMP txn act,S1P2 ag,PLK1 inh,compound
-4,7,-15,-4,0.7,0,nt,-2,-9,COc1ccc(/C=C/c2cc(-c3ccc(C)cc3)o[n+]2C)cc1
21,-20,6,3,1.1,0,nt,-2,-4,CCCCCn1c(SCCOCC)nc2c1c(=O)[nH]c(=O)n2C
-1,-2,3,-4,1,1,1.1,-6,-9,CC(C)Cn1c(-c2nn(C)cc2Cl)n[nH]c1=S
-30,25,5,4,1.4,0,nt,-3,-5,CC(=O)c1ccc(NC(=O)/C(=C\c2ccccc2)NC(=O)/C=C/c2ccccc2)cc1
2,-19,5,1,nt,-6,1.3,1,-8,O=C1c2ccccc2-c2c1cccc2C(=O)N1CCOCC1
-3,-15,4,-2,0.8,-5,0.9,0,-2,COc1cc(-c2nc(-c3ccncc3)no2)cc(OC)c1OC
-7,11,3,-28,1.1,8,1,-8,-7,Cc1cc2cc(CNC(=O)c3ccc(S(=O)(=O)N4CCCCC4)cc3)ccc2n1C
12,-7,8,-4,nt,15,1.3,-2,-6,O=C(Nc1ccon1)c1sc2cc(F)ccc2c1Cl
1,-24,7,2,1.2,-1,1.1,1,-4,CCOC(=O)c1c(NC(=O)c2nn(CC)cc2Br)c(C#N)nn1-c1ccccc1
13,-4,-1,7,0.9,-5,1,-7,-7,CC(=NCc1cccnc1)C1=C(O)c2ccccc2C1=O
19,10,4,1,1.1,5,1,-5,-9,CC(C)N(Cc1cc2ccccc2[nH]c1=O)C(=O)C(C)(C)C
18,7,6,4,1.2,-2,1.1,-6,-5,COc1ccc(N(C(=O)c2cccc(OC)c2OC)C2C=CS(=O)(=O)C2)cc1 (stereo unspecified)

Looked up above.
Under EphB4 antag, `CCOC(=O)c1c(NC(=O)c2nn(CC)cc2Br)c(C#N)nn1-c1ccccc1` is listed with -1
Under PLAP act, `Cc1cc2cc(CNC(=O)c3ccc(S(=O)(=O)N4CCCCC4)cc3)ccc2n1C` is listed with 1.1
Under PLAP act, `COc1ccc(/C=C/c2cc(-c3ccc(C)cc3)o[n+]2C)cc1` is listed with 0.7
Under PLK1 PBD inh, `CC(=NCc1cccnc1)C1=C(O)c2ccccc2C1=O` is listed with 13
Under PLK1 PBD inh, `CCCCCn1c(SCCOCC)nc2c1c(=O)[nH]c(=O)n2C` is listed with 21
Under PLAP act, `CC(C)N(Cc1cc2ccccc2[nH]c1=O)C(=O)C(C)(C)C` is listed with 1.1

Other compounds follow.
PLK1 PBD inh,S1P2 blocker,Rev-RRE block,FAK inh,PLAP act,EphB4 antag,MT1-MMP txn act,S1P2 ag,PLK1 inh,compound
-23,2,11,6,1.5,2,1.1,-5,-3,CC1Cc2ccccc2N1C(=O)CN1C(=O)NC(C)(c2ccc3c(c2)OCCO3)C1=O (stereo unspecified)
-6,8,17,0,nt,5,1,-4,-12,Cc1ccccc1N=C(NOCc1ccccc1)c1nonc1N
-11,12,8,1,0.9,-2,nt,-1,-12,CCOC(=O)C1=C(COc2ccc(F)cc2Cl)NC(=O)NC1c1cc(C)ccc1C (stereo unspecified)
-22,19,9,-4,1.1,5,1,-5,-13,Cc1ccc(S(=O)(=O)N2CCN(C(=O)COc3ccc(-c4nnco4)cc3)CC2)cc1
6,-22,-1,-1,nt,4,1.2,-5,-6,CCN(CC)C(=O)c1sc(NC(=O)Cc2ccccc2)c(C#N)c1C
10,20,4,-1,1.1,-10,1.1,-7,8,CCn1c(SCC(=O)N2CCN(S(=O)(=O)c3ccccc3)CC2)nnc1-c1cccs1
20,-5,-1,1,1.2,-10,1.3,-3,-2,CCCCNC(=O)NS(=O)(=O)c1ccc(NS(=O)(=O)c2ccccc2)cc1
-37,-2,9,0,0.9,4,1.1,-5,-11,Cc1nn(-c2c(Cl)cc(Cl)cc2Cl)c(=O)c2ccccc12
6,-5,3,4,0.9,1,1.2,-2,-14,O=C(C1CCN(S(=O)(=O)N2CCOCC2)CC1)N1CCOCC1
-8,-15,10,-2,1.3,7,1.1,-1,-7,Cn1nc(C(=O)N2CCc3ccccc3C2)c2ccccc2c1=O
11,-25,-3,0,nt,-7,1.1,0,-8,Cc1cccnc1NC(=O)CSc1nnc(Cc2ccccc2)o1
12,-22,-2,0,1,-7,1.2,-1,1,CCCCNC(=O)CN1C(=O)C(CC)Oc2ccc(Cl)cc21 (stereo unspecified)

Remaining list, next part.
PLK1 PBD inh,S1P2 blocker,Rev-RRE block,FAK inh,PLAP act,EphB4 antag,MT1-MMP txn act,S1P2 ag,PLK1 inh,compound
-6,10,13,-1,1.5,3,1.2,-4,-11,Nc1nc(SCCN2C(=O)c3ccccc3C2=O)n[nH]1
15,-3,0,0,1.8,0,nt,-4,-4,CCOC(=O)CN(C(=O)CN1CCC(n2nnc3cc(C)ccc32)CC1)c1ccccc1
26,-13,0,-1,0.9,-2,1,-2,-1,COc1ccc2nc(N3CCOCC3)cc(C)c2c1
-2,-12,5,2,1.1,-1,1.1,-3,-3,O=C(Oc1ccnc2cc(Cl)ccc12)N1CCOCC1
12,13,7,5,1,3,nt,-6,-1,CCn1c(=O)n(CC)c2cc(S(=O)(=O)Nc3c(C)cccc3C)ccc21
-39,-18,12,0,1.5,-4,nt,6,-11,COc1ccc(-c2c(C#N)c(N)nc3c2CCc2ccccc2-3)cc1OC
8,2,0,0,nt,-4,1.2,0,-15,Cc1ccc(S(=O)(=O)CCc2nc3ccccc3s2)cc1
7,18,6,4,0.9,7,nt,-1,-6,C=CCNCCCCOc1ccc(C)cc1[N+](=O)[O-]
16,-11,7,-4,0.9,5,1.1,0,-12,COC(=O)c1cc(C)sc1NC(=O)CCCC(=O)O
5,-18,1,2,nt,-2,1.1,2,-9,CC1C[C@@]2(NC(=O)NC2=O)C(C)CN1C (stereo partly specified)
5,-1,9,2,0.8,16*,1.1,-7,-4,CCOC(=O)C1=C(c2ccccc2)N2CCS(=O)(=O)N=C2S1
-32,13,-2,-5,1.1,1,1.3,-2,-16,O=C(CN1CCN(Cc2ccccc2)CC1)NC(=O)NCc1ccco1

Whole records as entered above. Screens in order: PLK1 PBD inh	S1P2 blocker	Rev-RRE block	FAK inh	PLAP act	EphB4 antag	MT1-MMP txn act	S1P2 ag	PLK1 inh
COc1ccc(-c2c(C#N)c(N)nc3c2CCc2ccccc2-3)cc1OC reads -39	-18	12	0	1.5	-4	nt	6	-11
COc1ccc2nc(N3CCOCC3)cc(C)c2c1 reads 26	-13	0	-1	0.9	-2	1	-2	-1
CCOC(=O)C1=C(c2ccccc2)N2CCS(=O)(=O)N=C2S1 reads 5	-1	9	2	0.8	16*	1.1	-7	-4
C=CCNCCCCOc1ccc(C)cc1[N+](=O)[O-] reads 7	18	6	4	0.9	7	nt	-1	-6
CCn1c(=O)n(CC)c2cc(S(=O)(=O)Nc3c(C)cccc3C)ccc21 reads 12	13	7	5	1	3	nt	-6	-1

(list continues)
PLK1 PBD inh,S1P2 blocker,Rev-RRE block,FAK inh,PLAP act,EphB4 antag,MT1-MMP txn act,S1P2 ag,PLK1 inh,compound
13,-19,1,3,0.9,2,1,-2,-13,COc1ccc(-c2nn3cnnc3s2)cc1OC
-18,0,0,7,1.2,1,nt,1,2,O=[N+]([O-])c1ccccc1C1Nc2cccc3cccc(c23)N1
-6,-1,5,-1,1.6,2,nt,-9,-10,O=C(O)CNS(=O)(=O)c1ccc(-c2ccccc2)cc1
5,-11,5,-2,0.8,3,nt,-5,-8,COc1ccc(C(=O)NC(Cc2ccccc2)c2ccc3c(c2)OCCCO3)cc1 (stereo unspecified)
13,20,6,2,1.5,1,nt,-2,-13,Cc1cc(=O)[nH]c(SCc2nc3ccccc3n2Cc2ccccc2)n1
8,-20,7,-2,nt,-1,0.6,3,-8,COc1ccc(S(=O)(=O)N2c3cc(Cl)ccc3Oc3nc4ccccc4nc32)cc1
30,-7,8,-1,1.1,11,1.2,-4,-10,CCn1c(CSc2nc(C)cc(C)n2)nnc1SCC(=O)Nc1cccc2ccccc12
-29,-13,29,-9,1,-1,nt,-3,-3,CCN1C(=O)S/C(=C\c2ccc(N3CCOCC3)cc2C)C1=O
19,4,6,5,1.5,15,1.1,-8,-9,CCOC(=O)c1oc2cccc(OCC(O)CNC(C)C)c2c1C (stereo unspecified)
22,11,7,4,1.5,-4,nt,-8,-4,O=C(NNC(=O)c1cc(O)c(O)c(O)c1)NC1CCCCC1
12,24,3,0,0.9,3,1.3,-5,6,Cc1cccc(N2CN=c3s/c(=C\c4ccncc4)c(=O)n3C2)c1
2,-12,1,-6,0.9,-11,nt,-2,-9,CC(c1ccccc1C(O)c1ccccc1)N(C)C (stereo unspecified)

Entries shown so far that contain a nitro group on carbon (two):
PLK1 PBD inh,S1P2 blocker,Rev-RRE block,FAK inh,PLAP act,EphB4 antag,MT1-MMP txn act,S1P2 ag,PLK1 inh,compound
7,18,6,4,0.9,7,nt,-1,-6,C=CCNCCCCOc1ccc(C)cc1[N+](=O)[O-]
-18,0,0,7,1.2,1,nt,1,2,O=[N+]([O-])c1ccccc1C1Nc2cccc3cccc(c23)N1

Next structures follow.
PLK1 PBD inh,S1P2 blocker,Rev-RRE block,FAK inh,PLAP act,EphB4 antag,MT1-MMP txn act,S1P2 ag,PLK1 inh,compound
-16,9,6,-1,1.4,7,1.1,-5,-4,Cc1cc(C)c(C(=O)OCCNC(=O)c2cccnc2)cc1C
14,4,8,0,nt,-3,nt,-3,-4,Cc1ccc(OCC(=O)O/N=C(\N)Cc2cccs2)cc1C
17,-3,3,-1,1.1,-6,1,-3,8,COC(=O)c1oc2ccc(Br)cc2c1NC(=O)c1ccccc1
-18,5,4,-1,1,6,1.1,-6,-5,CN1CCN(C(=O)c2ccc3ccccc3c2)CC1
-10,-6,6,-2,1.2,6,nt,-4,-15,CNC(=O)CN1C(=O)NC2(CCc3ccccc32)C1=O (stereo unspecified)
11,-5,9,-4,0.9,-4,1.1,-4,-13,Cc1nnc2ccc(N3CCN(C(=O)c4ccccc4)CC3)nn12
14,-14,4,1,nt,-1,1.1,-3,-6,Cc1ccc(C(=O)NCCCN2CCOCC2)o1
17,-17,7,0,nt,-7,1,-3,-8,CN(c1ccc(C(=O)NCc2cccnc2)cc1)S(C)(=O)=O
8,-20,1,-5,1,-1,1.1,-1,4,CCCC(=O)Nc1ccc(C(=O)Nc2nnc(COC)s2)cc1

Compound activity (PubChem BioAssay)
